# Assay outcomes as filed in PubChem BioAssay.
# Mcl1 Bid PPI: Mcl-1/Bid interaction inhibition; Q07820; TR-FRET Mcl-1/Bid-Dy647 peptide binding, 1536-well; inhibition, % at 21.7 µM; 220,000 compounds, 0.97% hits; AID 1021;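 active = compounds that cut the binding signal by more than half at the single screening dose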;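 also: His-tagged Mcl-1 with europium anti-His antibody binding Bid BH3 peptide; 0% = Mcl-1 plus peptide wells and 100% = peptide-only wells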
# Target sequence (Q07820 whole entry, looked up): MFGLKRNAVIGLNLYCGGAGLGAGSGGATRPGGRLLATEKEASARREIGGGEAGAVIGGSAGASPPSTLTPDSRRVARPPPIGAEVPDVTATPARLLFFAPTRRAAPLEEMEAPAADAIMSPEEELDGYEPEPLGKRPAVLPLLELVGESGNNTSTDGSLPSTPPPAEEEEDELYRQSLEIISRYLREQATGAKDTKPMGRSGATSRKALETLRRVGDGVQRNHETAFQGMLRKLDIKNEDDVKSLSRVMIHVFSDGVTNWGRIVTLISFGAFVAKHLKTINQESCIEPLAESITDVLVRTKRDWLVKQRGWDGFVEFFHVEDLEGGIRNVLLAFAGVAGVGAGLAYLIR
# Rac1 wt GTP bind: modulators of human Rac1 wildtype GTP binding; GST-Rac1 beads, fluorescent GTP binding, flow cytometry; actives lie on both sides; 0 = cold GTP competed, 100 = untreated; GTP binding activity (% of control), % at 10 µM; AID 757; 190,000 compounds, 0.27% hits; P63000;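 active = GTP binding activity at least 20 points away from the 100% control level, either lower or higher; inconclusive = compound flagged as likely green fluorescent, judged across all proteins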
# Rab7 wt GTP bind: dog Rab7 wildtype GTP binding, inhibitors and activators | GTP binding activity (percent of control), % at 10 µM | 190,000 compounds, 0.055% hits | GST-Rab7 beads, fluorescent GTP binding, flow cytometry; actives lie on both sides; untreated = 100%, excess cold GTP = 0%;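 active = fluorescent GTP binding to Rab7 beads changed by at least 20 points from the 100% baseline, either direction, mostly lower; inconclusive = compound itself probably fluorescent, or too few beads counted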;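 also: median green fluorescence of bound Bodipy-FL-GTP per Rab7 bead population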
# GSH fluor: compound fluoresces at 488/530 nm on GSH beads. 190,000 compounds, 0.25% hits. fluorescence (KMESF) at 10 µM. GSH beads flow cytometry, compound fluorescence 488/530 nm; hits give high values. AID 1776; in the data active = fluorescence above about 89;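 also: glutathione beads carrying GST-tagged Bcl family fusion proteins plus one bare bead set; values are compound well signal with DMSO vehicle wells as background; inactives centre near 16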
# HRas wt GTP bind: modulators of GTP binding to human HRas wildtype | P01112 | GST-Ras wt beads, Bodipy-FL-GTP binding, flow cytometry; actives lie on both sides | GTP binding activity, % at 10 µM | 190,000 compounds, 0.14% hits | AID 759;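 active = GTP binding activity at least 20% away from the 100% baseline, either lowered as inhibitor or raised as activator; inconclusive = flagged as likely green fluorescent, judged across all proteins in the well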;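 also: 0% = unlabeled GTP competition control and 100% = no-compound control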
# Target sequence (P01112 whole entry, looked up): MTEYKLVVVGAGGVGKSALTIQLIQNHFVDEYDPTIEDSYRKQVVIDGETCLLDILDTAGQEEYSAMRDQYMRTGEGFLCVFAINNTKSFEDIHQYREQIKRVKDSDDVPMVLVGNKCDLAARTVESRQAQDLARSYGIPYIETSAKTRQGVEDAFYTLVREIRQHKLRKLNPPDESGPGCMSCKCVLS
# Pf gamet viab: kills late stage P. falciparum gametocytes; P. falciparum stage V gametocytes, ATP luminescence, 24 h; inhibition, % at 10.9 µM; 150,000 compounds, 0.065% hits;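 active = inhibition above the mean plus 3 SD of compounds within the control limits, set per campaign, cut at about 38% in these data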;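 also: 0% = DMSO wells and 100% = medium only without gametocytes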
# Mcl1 Noxa PPI: Mcl-1/Noxa interaction inhibition; TR-FRET Mcl-1/Noxa peptide binding, 2 h; inhibition, % at 21.7 µM; Q07820; 220,000 compounds, 1.5% hits;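 active = compounds that cut the protein-peptide binding signal by more than 50% relative to plate controls in a single-dose test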;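 also: His-tagged Mcl-1 with rhodamine Noxa BH3 peptide and terbium anti-His antibody; 0% = Mcl-1 plus Noxa peptide wells and 100% = peptide-only wells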
# Cdc42 wt: human Cdc42 wildtype GTP binding change, either direction | P60953 | percent activity (GTP binding), % at 10 µM | AID 761 | 190,000 compounds, 0.2% hits | GST-Cdc42 beads, Bodipy-GTP binding, flow cytometry; actives lie on both sides;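 active = percent activity GTP binding at least 20 points away from the 100% baseline, either down as inhibitor or up as activator; inconclusive = compound flagged as likely green fluorescent from well-wide comparison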;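 also: median bead fluorescence of bound Bodipy-FL-GTP at 100 nM; 0% = excess unlabeled GTP control and 100% = no compound control; below 100% means less GTP binding so inhibitor and above means activator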
# Target sequence (P60953 whole entry, looked up): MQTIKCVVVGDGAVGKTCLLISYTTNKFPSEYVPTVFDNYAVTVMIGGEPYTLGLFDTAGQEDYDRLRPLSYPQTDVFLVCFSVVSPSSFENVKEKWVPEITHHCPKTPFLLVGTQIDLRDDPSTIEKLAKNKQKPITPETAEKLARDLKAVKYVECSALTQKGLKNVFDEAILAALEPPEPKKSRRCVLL
# Rac1 mut GTP: human Rac1 activated mutant GTP binding change. GST-Rac1 activated beads, fluorescent GTP binding, flow cytometry; actives lie on both sides; 100% means binding = to untreated wells. percent activity (GTP binding), % at 10 µM. 190,000 compounds, 0.11% hits;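 active = GTP binding at least 20 percentage points away from the 100% baseline, in either direction, so actives lie on both sides; inconclusive = Compound likely fluorescent itself, or too few beads counted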
# Avidin bead fluor: compound fluoresces at 488/530 nm on avidin beads; fluorescence (KMESF) at 10 µM; 220,000 compounds, 0.38% hits; compound fluorescence 488/530 nm, flow cytometry; hits give high values; in the data active = fluorescence above about 47; also: inactives centre near 10
# Rab2A wt mod: changes GTP binding to wildtype dog Rab2A, up or down | 190,000 compounds, 0.19% hits | GTP binding activity, % at 10 µM | P61105 | GST-Rab2 wt beads, Bodipy-GTP binding, flow cytometry | AID 760;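 active = GTP binding activity at least 20 points away from 100%, either lowered or raised; inconclusive = signal likely due to the compound's own green fluorescence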;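 also: 0% = beads with excess unlabeled GTP and 100% = no-compound control corrected for plate trend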
# * marks the source's active call; other numbers are inactive results; ? = inconclusive; . = not tested or not shown.
SMILES,Mcl1 Bid PPI,Rac1 wt GTP bind,Rab7 wt GTP bind,GSH fluor,HRas wt GTP bind,Pf gamet viab,Mcl1 Noxa PPI,Cdc42 wt,Rac1 mut GTP,Avidin bead fluor,Rab2A wt mod
O=C(NC(=S)Nc1ccc(O)cc1)c1ccccc1Cl,-29,106,101,14,99,17,25,102,98,8,102
COc1cccc(/C=N/n2c(=O)[nH]c3ccccc32)c1OC,10,101,102,12,99,4,-1,99,98,7,100
CC(=O)Nc1ccc(-c2csc(Nc3cccc(C)n3)n2)cc1,-57,98,104,17,99,-10,15,96,94,10,97
O=C(O)c1ccc(CSc2nc(-c3ccccc3)cc(C(F)(F)F)n2)cc1,1,99,97,7,99,-2,9,98,98,4,96
Cc1ccc(C(=O)C2=C(O)C(=O)N(CCCn3ccnc3)C2c2ccc(OC(C)C)cc2)o1 (stereo not given),-38,100,100,29,100,.,-10,100,99,11,100
CCC(=O)NCCc1nc2cc(NC(=O)c3cccs3)ccc2n1C,6,101,103,13,100,-14,-1,100,100,5,103
O=C(Nc1ccc(F)cc1F)c1csc(-c2ccccc2)n1,-3,93,96,18,92,-1,6,98,93,9,94
Cc1nn(C(C)C)c(C)c1CN1CCCC(CCC(=O)NCc2ccccc2F)C1 (stereo not given),-23,106,100,17,100,-13,7,99,99,7,101
CCCc1cc(=O)[nH]c(SCc2ccccc2Cl)n1,9,97,99,44,97,-16,13,98,94,9,97
O=C(CCl)Nc1nc(-c2ccco2)c(-c2ccco2)s1,-11,98,94,2,95,7,53*,95,94,12,94
COc1ccc(N2C(=O)C(Cl)=C(Nc3c(C)n(C)n(-c4ccccc4)c3=O)C2=O)cc1,-49,100,98,12,101,.,23,101,98,32,100
Brc1ccccc1-c1nnc2sc(Cc3ccccc3)nn12,-34,98,101,9,105,.,-1,102,94,8,100
N/C(=N\OC(=O)COc1cc(Cl)c(Cl)cc1Cl)c1ccccn1,-22,90,97,11,95,13,18,91,92,9,95
CC(NC(=O)OCc1ccccc1)C(=O)NCC1CCCO1 (stereo not given),0,102,96,9,102,-10,10,102,97,36,99
CCOc1ccc(-c2noc(=O)[nH]2)cc1,-6,105,99,22,98,.,6,101,99,24,101
C/C(=N\NC(=O)c1ccc(NS(=O)(=O)c2cccs2)cc1)c1ccc2c(c1)OCO2,-22,111,100,16,100,-3,27,99,100,9,98
O=C(CSc1nnc2c3ccccc3c3ccccc3c2n1)Nc1ccccc1,-51,?,?,8,?,.,13,?,?,40,?
Nc1nc(SCc2nnc(SCC(=O)O)n2-c2ccccc2)nc2sc3c(c12)CCCC3,3,100,99,25,97,15,8,98,97,40,98
Cc1ccc(S(=O)(=O)Nc2ncc(C(F)(F)F)cc2Cl)cc1,-7,98,107,15,97,0,4,93,89,8,95
COC(=O)C(C)(C)ONC(=O)Nc1ccccc1,2,99,99,18,96,9,6,100,98,13,99
O=C(/C=C/c1ccccc1)OCc1cnc(Cl)s1,-6,96,103,12,97,14,-6,96,94,10,96
COc1ccccc1CNC(=O)c1cn(C)c(=O)c2cc(OC)c(OC)cc12,7,106,101,24,103,.,0,105,100,10,101
CC(=O)c1nc2ccccc2n1S(=O)(=O)c1ccc(C)cc1,.,96,98,32,97,.,.,98,96,11,97
CCOc1cc(C(=O)NCc2ccc(C)cc2)ccc1OCC(=O)N1CCOCC1,-12,?,?,16,?,10,10,?,?,24,?
COc1ccc(C)cc1C(=O)CCC(=O)Nc1ccccc1N1CCOCC1,-9,97,97,31,97,.,15,97,95,25,98
# Remaining list, next part.
SMILES,Mcl1 Bid PPI,Rac1 wt GTP bind,Rab7 wt GTP bind,GSH fluor,HRas wt GTP bind,Pf gamet viab,Mcl1 Noxa PPI,Cdc42 wt,Rac1 mut GTP,Avidin bead fluor,Rab2A wt mod
O=C1CN(c2ccc(Cl)cc2)C(=O)CN1NC(=S)Nc1ccc(Cl)cc1,-66,102,97,23,103,.,8,102,100,10,103
N#Cc1cc2c(nc1SCC1COc3ccccc3O1)CCC2 (stereo not given),-29,104,102,16,100,.,-7,103,101,7,99
COc1ccc(CN(C(=S)Nc2ccccc2)C2CC(=O)N(c3ccc(Cl)cc3)C2=O)cc1 (stereo not given),0,101,99,8,101,-4,12,100,100,10,100
CCOC(=O)C1CCN(C(=O)c2cc3cc(Br)ccc3oc2=O)CC1,-22,96,98,16,96,-8,12,97,90,9,94
CC1=C(C(=O)OCc2ccccc2)C(/C=C/c2ccccc2)NC(=S)N1 (stereo not given),54*,101,99,21,98,17,6,99,99,11,99
COc1ccc(C)cc1Nc1cc(C)nc2nc(C)nn12,-25,108,102,22,101,.,10,101,102,9,104
CC(C)(C)NC(=O)CN(Cc1cccs1)C(=O)CN1C(=O)C(=O)c2ccccc21,-11,113,105,21,107,-42,11,116,108,8,107
O=C(O)CSCNC(=O)C12CC3CC(CC(C3)C1)C2,-7,102,102,39,102,-15,3,100,98,11,102
CC(C)NC(=S)N/N=C/c1ccc(C(C)(C)C)cc1,-17,98,104,7,99,-11,-3,96,96,21,97
O=C(COc1ccccc1)Nc1cccc2c1CCCC2,-4,100,97,59,96,.,-17,95,92,8,94
CC(C)(C)NC(=O)NC(=O)COC(=O)c1cc[n+]([O-])cc1,3,91,89,22,93,9,16,95,94,207*,98
COc1cc2c(cc1OC)C(c1cccc(C)c1)CC(=O)N2 (stereo not given),-33,102,94,23,95,-26,12,92,93,10,93
COc1cccc(N2C(=O)C(O)=C(C(C)=O)C2c2ccc(OC)c(OC)c2)c1 (stereo not given),-101,99,99,16,103,-1,20,102,100,16,101
O=c1oc(-c2ccccc2NS(=O)(=O)c2ccccc2)nc2ccccc12,-3,102,102,24,101,.,6,102,96,13,99
Cc1ccccc1OCCCC(=O)Nc1ccc2c(c1)OCO2,-8,97,102,24,100,.,2,99,99,9,100
O=C(NCCCN1CCOCC1)c1ccccc1NS(=O)(=O)c1ccc(F)cc1,9,100,99,14,96,.,17,97,92,11,95
Cc1ccc(C(=O)Nc2nnc(-c3ccncc3)s2)o1,.,100,101,33,101,.,.,100,98,9,100
CCCC1(C(=O)OCC)NC(c2ccco2)C2C(=O)N(C)C(=O)C21 (stereo not given),-24,95,105,9,99,3,-18,95,95,25,97
CCN1CCN(CCNC(=O)C2CCN(Cc3nc(-c4ccc(Cl)cc4)oc3C)CC2)CC1,-11,104,99,15,100,.,-18,102,98,23,101
Cc1cc(C(=O)N/N=C/c2cccn2C)n[nH]1,-44,102,101,17,100,5,8,100,98,6,98
Cc1ccc(S(=O)(=O)CC(=O)N2CCOCC2)cc1,-25,102,98,13,100,-14,3,99,97,12,98
CC(=O)n1cc(C(C[N+](=O)[O-])SCCN)c2ccccc21 (stereo not given),53*,99,99,18,99,.,53*,97,97,14,99
Cc1cccc(-n2cc[nH]c2=S)c1C,-57,103,100,14,98,7,29,103,98,15,99
COC(=O)c1ccc(CNC(=O)CN(CCC(C)C)S(=O)(=O)c2ccc3c(c2)OCCO3)cc1,-18,101,95,7,98,-9,-7,100,99,5,96
CCOC(=O)C1CCN(c2c(NCc3ccc(C(=O)NC4CCCC4)cc3)c(=O)c2=O)CC1,-22,100,96,24,98,.,-5,97,95,4,97
# Remaining list, next part:
SMILES,Mcl1 Bid PPI,Rac1 wt GTP bind,Rab7 wt GTP bind,GSH fluor,HRas wt GTP bind,Pf gamet viab,Mcl1 Noxa PPI,Cdc42 wt,Rac1 mut GTP,Avidin bead fluor,Rab2A wt mod
O=C(Nc1sc2c(c1-c1nc3ccccc3[nH]1)CCCC2)C1CC1,-69,?,?,16,?,.,-10,?,?,13,?
CC(C)OC(=O)c1cccc(NC(=O)CSc2nnc(N)s2)c1,6,102,103,10,101,10,4,99,98,12,100
O=C(Nc1ccccc1)C1CC(=O)n2ncnc2N1 (stereo not given),-1,97,99,17,100,.,13,100,97,39,99
CN(C)S(=O)(=O)c1ccc(N2C(=O)CC2(/C=C/c2ccccc2)C(=O)NC2CCCC2)cc1 (stereo not given),-9,106,109,9,100,-11,-1,101,101,6,100
COc1ccccc1NC(=O)c1cc2ccccc2o1,-6,105,101,26,100,.,10,99,99,7,97
Cc1ccccc1NC(=O)c1ccc(-c2ccc(Cl)cc2Cl)o1,-34,103,96,11,99,15,-8,98,98,10,99
S=C(Nc1ccc(Cl)cc1)NC1CC2CCCC(C1)N2C1CCCC1 (stereo not given),-109,103,101,61,100,.,-19,104,96,8,99
CC1=NN(C(=O)CCc2ccc3c(c2)OCO3)C(O)(C(F)(F)F)C1 (stereo not given),-15,100,96,18,95,16,6,95,95,9,97
CCN1CCN(C(=O)C(C)Nc2cc(Cl)c(OC)cc2OC)CC1 (stereo not given),-39,98,100,11,96,.,34,91,93,10,95
Fc1ccccc1NC(=S)N(CCCN1CCOCC1)Cc1cccnc1,-13,99,97,12,97,-4,20,95,98,16,97
COc1ccc(-c2nc3n(n2)C(c2ccccc2)C2=C(CCCC2=O)N3)cc1OC (stereo not given),.,101,99,35,99,-38,.,98,97,8,100
O=C(O)c1cccnc1SC1CC(=O)N(c2cccc3ccccc23)C1=O (stereo not given),16,101,101,73,98,.,10,94,96,14,97
Cc1nc2c(-c3ccc(F)cc3)c(C)nn2c(C)c1CCC(=O)N1CCN(c2ccccn2)CC1,-18,95,97,21,95,.,-9,92,92,7,92
CCOc1ccc(S(=O)(=O)NCCN2CCOCC2)c2ccccc12,-19,100,94,14,97,.,0,99,99,28,98
O=C(CCCc1ccccc1)Nc1nnc(C(F)(F)F)s1,-8,97,93,15,98,8,6,100,92,8,94
CCCOc1ccc(N2CC(C(=O)Nc3ccccc3C(=O)NC)CC2=O)cc1 (stereo not given),-18,100,105,10,97,.,-7,95,96,9,99
Cc1onc(-c2c(F)cccc2Cl)c1C(=O)Nc1ccc(S(=O)(=O)Nc2ncccn2)cc1,-11,105,96,29,101,.,8,105,102,18,100
CCOC(=O)N1CCN(C(=O)C(c2ccccc2)c2ccccc2)CC1,2,?,?,31,?,.,3,?,?,24,?
O=C(O)C1CCN(C(=O)c2ccccc2Cl)CC1,-3,110,101,14,103,.,-2,103,102,7,101
O=C(/C=C/c1ccc(Cl)cc1Cl)N(Cc1ccccc1)C1CCS(=O)(=O)C1 (stereo not given),-24,100,95,4,100,1,10,97,98,13,96
COc1ccccc1N1CCN(C(=O)CSc2nnc(NC(=O)C3CC3)s2)CC1,-4,101,99,23,102,.,2,102,99,12,103
